AddAB inh = less growth of phage-infected E. coli with AddAB. AID 435030. inhibition, % at 11.9 µM. E. coli expressing H. pylori AddAB, absorbance growth. 0.29% of 330,000 active; in the data active means inhibition above about 12%;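 further: 0% = vehicle wells of infected cells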
Ecoli viability = reduces bacterial viability in AddAB counter-screen | E. coli V3065 growth, OD600 absorbance, 18 h | inhibition, % at 11.9 µM | 0.27% of 330,000 active | AID 449728;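 active means inhibition above the campaign's mean inhibition across all tested compounds plus 3 SD, cut at about 9.9% in these data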;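 further: uninfected addAB+ strain grown without phage in ampicillin broth; 0% = DMSO wells and 100% = ciprofloxacin 0.95 µg/ml wells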
Tat export inh = blocks Tat-dependent protein export in E. coli; E. coli MC4100 TorA-mCherry Tat export, fluorescence; inhibition, % at 10 µM; 0.036% of 340,000 active; AID 488895;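 active means mean replicate inhibition at least 50% and at least half of replicates individually reaching 50%; inconclusive means only one of the two criteria met; inactive means neither criterion met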;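 further: exported cargo escapes ClpAP degradation while cytoplasmic cargo is degraded and loses fluorescence; 0% = median of neutral control wells and 100% = median of NaSCN control wells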
phage Ecoli inh = E. coli growth loss with phage present | AID 651602 | inhibition, % at 11.9 µM | 0.26% of 360,000 active | growth absorbance; in the data active means inhibition above about 11%
Arrestin-AP2 inh = inhibitors of human beta-arrestin and AP2 interaction; inhibition, % at 10 µM; 0.31% of 340,000 active; FITC-arrestin peptide / GST-AP2 beads, flow cytometry; AP2 beta2 appendage carries R879A mutation;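 active means inhibition above a set limit, near 3 SD of compounds lacking own fluorescence, cut at about 54% in these data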;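 further: plate controls were DMSO wells for no effect and 5 µM unlabelled arrestin peptide for full effect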
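system = GST-tagged AP2 beta2-adaptin appendage (R879A) on 4 µm glutathione beads | reagent = FITC-labelled arrestin peptide probe, 50 nM final | schedule = compound with beads 12 min RT, then probe 1 h RT | signal = HyperCyt-sampled flow cytometry, FL1 channel, ex 488/em 535 nm | read-out = percent response from loss of bead-bound FITC fluorescence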
PfHsp90 yeast 2 = growth inhibition of yeast expressing Plasmodium Hsp90; S. cerevisiae expressing PfHsp90, BacTiter-Glo ATP, 48 h; yeast lacking PDR1 and PDR3 efflux regulators; inhibition, % at 9.4 µM; 0.32% of 310,000 active;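 active means every replicate shows inhibition above about 80%, whatever the replicate mean, limit read from the data; inconclusive means mean inhibition reaches the set limit but some replicate falls short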;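 further: 0% = DMSO neutral controls and 100% = 20 µM radicicol positive controls; yeast relying on Plasmodium falciparum Hsp90 in place of its own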
OPRM1-OPRD1 inv = inverse agonists of human mu-delta opioid receptor heterodimerization; inhibition, % at 9.3 µM; 0.21% of 340,000 active; cell-based MOR-DOR heterodimer luminescence, inverse agonism; in the data active means inhibition above about 22%, passing the limit was not always enough;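 further: 0% = cells with DMSO and 100% = wells without cells with DMSO; values of inactives mirror those of a sister screen read the other way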
Target sequence (P35372 whole entry, looked up): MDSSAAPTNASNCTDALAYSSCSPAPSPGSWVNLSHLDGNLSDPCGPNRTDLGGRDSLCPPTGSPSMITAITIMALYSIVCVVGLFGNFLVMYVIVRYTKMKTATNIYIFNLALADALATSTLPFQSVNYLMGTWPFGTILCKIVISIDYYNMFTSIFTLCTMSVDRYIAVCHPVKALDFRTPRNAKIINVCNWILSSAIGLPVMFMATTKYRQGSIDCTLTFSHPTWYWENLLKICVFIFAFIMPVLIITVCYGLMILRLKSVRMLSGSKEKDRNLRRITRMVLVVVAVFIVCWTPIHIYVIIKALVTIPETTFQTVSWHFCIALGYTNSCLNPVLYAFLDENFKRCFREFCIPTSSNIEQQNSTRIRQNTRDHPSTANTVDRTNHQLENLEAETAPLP
Target sequence (P41143 whole entry, looked up): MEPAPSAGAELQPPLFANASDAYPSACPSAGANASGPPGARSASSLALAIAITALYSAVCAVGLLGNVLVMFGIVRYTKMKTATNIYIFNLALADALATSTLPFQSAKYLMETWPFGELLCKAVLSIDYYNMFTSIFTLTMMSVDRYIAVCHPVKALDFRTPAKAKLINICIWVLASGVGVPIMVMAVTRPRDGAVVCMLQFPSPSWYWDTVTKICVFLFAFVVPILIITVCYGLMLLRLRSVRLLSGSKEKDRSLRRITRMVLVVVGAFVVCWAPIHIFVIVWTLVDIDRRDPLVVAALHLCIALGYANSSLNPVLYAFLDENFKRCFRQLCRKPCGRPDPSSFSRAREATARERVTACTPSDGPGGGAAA
Mot1-301 SUMO = inhibitors of SUMOylation pathway: yeast Mot1-301 growth rescue | S. cerevisiae Mot1-301 growth rescue, ATP luminescence, 38.5C; percent above DMSO median, 100 means doubled | growth rescue, % at 18.8 µM | 1% of 320,000 active;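 active means every valid replicate shows activation above 250% relative to neutral control wells; inactive means the rest, any valid replicate at or below 250%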;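 further: OY570 slx delta 5 strain wells were the positive control but not used for scaling; some compounds called inactive have numbers as strong as hits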
PKA-R1A activ = activates the PKA-R1A holoenzyme complex; PKA-R1A dissociation, Cy5-IP20 fluorescence polarization; scaled: DMSO 0%, 113 µM cGMP 100%; activation, % at 11.4 µM; 0.083% of 340,000 active; AID 504707;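 active means percent activation above the mean of all tested compounds plus 3 SD, cut at about 19% in these data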;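 further: higher means more PKAc released from R1A so a rise in polarization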
Pemphigus Ab inh = inhibitors of pemphigus antibody binding to human desmoglein-3 | P32926 | DSG3-coupled beads, scFv-anti-DSG3-GFP binding, flow cytometry; hits give low values | binding (percent of control), % at 10 µM | 0.48% of 310,000 active | AID 588358;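 active means binding more than 3 SD below its plate's average and above zero; inconclusive means below that plate limit but binding exactly zero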;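 further: hits lower antibody fragment binding to DSG3; some compounds called inactive have numbers as strong as hits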
MOR-DOR ag = OPRM1-OPRD1 heterodimerization agonism; P35372+P41143; cells, luminescence; activation, % at 9.3 µM; 0.3% of 340,000 active; in the data active means activation above about 18%;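 further: 0% = vehicle-treated cells and 100% = reference agonist; values of inactives mirror those of a sister screen read the other way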
Starred values were filed as active, the others as inactive; u = inconclusive; x = no result given.

SMILES	AddAB inh	Ecoli viability	Tat export inh	phage Ecoli inh	Arrestin-AP2 inh	PfHsp90 yeast 2	OPRM1-OPRD1 inv	Mot1-301 SUMO	PKA-R1A activ	Pemphigus Ab inh	MOR-DOR ag
COC(=O)c1ccc(-n2c(C)nc(=O)c(-c3ccccc3)c2C)cc1	6.7	-3.2	3	2.5	-11	46	-2	19	1	99	0.3
CCC(C)C(=O)Nc1nc(C)c(-c2csc(Nc3ccccc3OC)n2)s1 (centres undefined)	-0.9	-0.5	-4	0.7	2	-3	6	63	-14	103	-1.0
CC(=O)c1ccc(N2CCN(c3ccnc4cc(Cl)ccc34)CC2)cc1	1.3	0.8	-3	1.8	-17	3	-10	45	0	109	1.8
COc1cc(C(=O)OCC(=O)N2c3ccccc3NC(=O)C2(C)C)ccc1OCC(C)C	2.8	0.7	7	1.3	8	x	1	51	-20	93	-0.2
O=C(CN1C(=O)C2C3C=CC(C3)C2C1=O)Nc1ccc(S(=O)(=O)Nc2nccs2)cc1 (centres undefined)	2.8	1.9	-7	2.5	-1	3	12	230	-11	105	-2.4
Cc1ccc(NC(=O)CN(C)Cc2ccc(Cl)cc2)cc1	-0.8	3.6	6	2.4	0	16	-16	3	-11	99	3.2
COc1ccccc1C(=O)N/C(=C\c1ccccc1)C(=O)NC(Cc1ccccc1)C(=O)O (centres undefined)	0.2	0.1	0	2.0	1	-6	10	-15	6	x	-1.3
CCOc1ncccc1C(=O)OCC(=O)Nc1cccc(S(N)(=O)=O)c1	2.4	1.2	-3	4.0	-5	-8	18	-17	-1	99	-3.9
Cc1sc2ncnc(OCC(=O)c3ccc(S(=O)(=O)N4CCCC4)cc3)c2c1C	0.7	-1.2	5	0.7	8	24	15	140	2	x	-3.0
O=C(COC(=O)CSc1ccc2ccccc2c1Br)NC1CC1	3.4	-0.3	-2	3.6	1	2	4	-10	-8	95	-0.6
CC(C)(C)c1cc(=O)n(-c2ccccc2)[nH]1	-0.3	-1.3	-9	3.8	9	9	-2	-10	-6	x	0.5
COc1ccc(N(CC(=O)Nc2cccc3ccccc23)S(C)(=O)=O)cc1	2.0	2.7	2	3.5	34	-6	5	-12	3	103	-1.1
CN1C2CCC1/C(=C/c1cccn1C)C(=O)/C2=C\c1cccn1C	0.8	-2.5	-6	2.2	14	-14	25	-1	3	112	-4.7
O=C(NCc1ccco1)[C@@H]1CSC2c3ccccc3C(=O)N21 (some centres undefined)	1.1	-2.3	-3	2.1	3	-30	-3	12	-3	115	0.7
COc1cccc(C(=O)N(C)C(C)c2nc3ccccc3s2)c1 (centres undefined)	1.5	-1.5	5	1.4	-1	-1	-6	1	-15	88	0.8
COc1ccc(S(=O)(=O)Nc2ccc3c(c2)CC(=O)N([C@H](C)CO)C[C@H](C)[C@H](CN(C)C(=O)Nc2ccc4c(c2)OCO4)O3)cc1	-3.7	-3.0	-4	0.2	1	0	7	-3	-2	100	-1.1
CSCC[C@H](NC(=O)C1CCC(CNC(=O)[C@@H]2CCCN2C(=O)OC(C)(C)C)CC1)C(=O)O (some centres undefined)	x	x	-6	-1.0	5	-4	12	267	-11	104	-2.7
Cc1cccc2cc(CN(Cc3cccs3)Cc3nnnn3Cc3ccccc3)c(=O)[nH]c12	0.5	-1.1	13	-0.8	-2	x	-59	277	-6	97	9.8
Cc1ccc(Cl)cc1N1CCN(C(=O)Cn2ccc3ccccc3c2=O)CC1	2.5	0.0	-1	3.8	9	-8	10	13	-9	102	-1.9
O=S(=O)(NC(=S)c1ccccc1)c1ccccc1	1.9	1.7	6	3.8	4	-15	15	-10	-1	114	-2.9
O=S(=O)(NCC(c1cccnc1)N1CCOCC1)c1ccccc1 (centres undefined)	1.3	-1.1	1	4.4	27	9	17	7	-2	87	-2.7
NC(=O)CCC1NC(=S)N(Cc2ccccc2)C1=O (centres undefined)	4.3	-0.2	-11	6.2	14	27	26	-18	0	x	-5.7
CC/C(=N\NC(=O)CSCc1ccc(Cl)cc1)c1ccc2c(c1)OCCO2	-1.5	-1.8	7	2.2	7	8	-21	2	-11	101	3.5
CCOc1cc(/C=N/NC(=O)c2ccc(N(C)S(=O)(=O)c3ccccc3)cc2)ccc1OC	-0.5	-2.5	-3	0.9	-3	11	5	33	0	x	-0.8
OC(C#CCCN1CCCCC1)(c1ccccc1)c1ccccc1	3.1	0.1	3	0.8	7	7	x	0	x	96	x
COc1ccc(CN(C)C(=O)c2cc(-c3ccc(C)cc3C)nc3ccccc23)c(OC)c1OC	-0.4	-0.1	8	1.5	19	-13	-26	10	1	99	3.1
CCC(=O)N1CCc2cc(Br)cc(S(=O)(=O)N3CCC(C(=O)NC(C)(C)C)CC3)c21	2.6	-1.1	2	4.7	47	11	11	9	-7	x	-1.8
c1ccc(-c2cc(-c3ccncc3)nc3ccc4ccccc4c23)cc1	1.5	2.8	-11	3.0	-1	63	2	-1	-11	102	-0.4
COc1cc(C(=S)N2CCC(Cc3ccccc3)CC2)ccc1OCC(N)=O	2.4	-0.2	3	3.4	0	-23	11	3	-6	106	-2.5
COC(=O)c1ccc(N2CCC(C)CC2)c(N)c1	-0.7	-2.1	6	1.1	1	2	1	-8	1	x	-0.1
Cc1c2cn[nH]c(=O)c2c(C)n1-c1ccccc1	2.8	-1.9	3	3.6	-10	8	9	109	-2	94	-2.0
CC/C(=N\Nc1ccnc2cc(Cl)ccc12)c1ccc(O)cc1	-0.2	-0.3	-1	-1.0	-3	4	-34	-9	0	x	4.9
COc1ccccc1N(CC(=O)NC(C)(C)C)C(=O)Cn1nnc(-c2ccc(C)o2)n1	0.1	0.0	-8	2.5	-2	10	9	-9	-7	96	-1.6
CC1CN(c2ccc(S(=O)(=O)N3CCOCC3)cn2)CC(C)O1 (centres undefined)	4.1	1.5	-9	2.9	17	8	7	3	3	79	-1.3
COc1ccccc1C1(CC(=O)N2CCOCC2)CCOC(C(C)C)C1 (centres undefined)	3.2	-1.4	-2	2.4	11	23	9	570*	4	100	-1.7
NCCOc1cnn(-c2ccccc2Cl)c(=O)c1Cl	-0.3	-1.9	-7	0.2	12	4	13	-14	-18	91	-2.2
Brc1cccc(Cn2c(-c3cncs3)nc3ccccc32)c1	3.1	1.8	2	1.2	0	-4	-2	39	-2	102	0.4
COc1ccc(C2CC(c3ccccc3O)=NN2c2ccccc2)cc1 (centres undefined)	0.3	0.7	-6	0.3	2	-7	4	14	-12	111	-0.8
COc1c(N2CCN(C(=S)NCc3ccccc3)C(C)C2)c(F)cc2c(=O)c(C(=O)O)cn(C3CC3)c12 (centres undefined)	102*	104*	33	97*	-9	-24	9	-7	4	98	-1.6
O=C(CCCN=C1NS(=O)(=O)c2ccccc21)OCc1cc([N+](=O)[O-])cc2c1OCOC2	-0.6	0.6	2	1.4	6	-25	1	5	-5	94	-0.2
CC(C)c1c(C(=O)N/N=C/c2ccco2)nnn1-c1nonc1N	2.7	0.7	-7	0.8	6	3	10	-4	-2	98	-2.0
Cc1cc(C)n(-c2nc3c(c(=O)[nH]c(=O)n3C)n2CC(O)COc2ccccc2C)n1 (centres undefined)	1.1	0.4	0	2.5	31	-8	4	1	-17	97	-0.9
CCOC(=O)c1cccc(C2=CC(=O)C[C@H](c3ccc(Cl)cc3)C2)c1	1.6	0.4	-3	2.3	6	-1	3	2	-4	100	-0.7
Cc1ccc(S(=O)(=O)N2CCC(=O)N(CCOCc3ccccc3C)CC2)cc1	-0.3	1.2	-4	0.0	11	12	10	-16	-1	102	-1.7
CCN(CC(=O)Nc1c(F)cccc1F)C(=O)c1cc(C)nc2ccccc12	-0.5	-3.2	0	-1.8	-4	7	5	-7	-2	95	-0.7
O=C1c2oc3ccc(F)cc3c(=O)c2C(c2ccc(F)cc2)N1CCCN1CCOCC1 (centres undefined)	-1.4	-1.2	-12	3.0	-6	-10	4	8	-6	98	-0.6
COc1ccc2cc3cc(C(=O)NCC4CCCO4)oc3nc2c1 (centres undefined)	2.4	1.6	-4	2.4	-1	-13	10	23	1	92	-1.7
Cc1nn(C)c(C)c1S(=O)(=O)NCc1cccs1	1.1	-0.1	8	1.8	12	-10	-3	x	-8	111	0.5
CCOc1cc(N2CCOCC2)c(OCC)cc1NC(=O)c1ccccc1C	2.6	1.5	-7	3.8	36	16	5	-17	-4	103	-0.9
CCOC(=O)c1c(C)[nH]c(C(=O)COC(=O)CCC2CCCC2)c1C	3.1	-0.8	21	1.2	0	0	-22	172	6	96	4.1
CC(NS(=O)(=O)c1cccc(Cl)c1)C(=O)N(C)C1CCN(C)CC1 (centres undefined)	2.2	1.6	2	1.2	-8	-14	5	x	-8	96	-1.0
COc1ccc(S(=O)(=O)N2CCN(Cc3cccc(Cl)c3)CC2)cc1	2.7	0.9	2	3.0	5	16	-23	x	0	121	4.1
COc1ccc(CNC(=O)C(=O)NCC2CCCN2S(=O)(=O)c2cccs2)cc1 (centres undefined)	2.1	0.1	0	0.2	-2	-5	7	9	7	85	-1.0
Cc1ccc(C)c(NC(=O)c2sc(Cl)nc2-c2ccccc2)c1	1.5	3.3	1	3.0	-2	21	-33	10	1	102	5.7
CC(C)(C)OC(=O)NCc1ccc(NC(=O)c2nc[nH]c2C(=O)NCCN(CCNC(=O)c2[nH]cnc2C(=O)Nc2ccc(CNC(=O)OC(C)(C)C)cc2)CCNC(=O)c2[nH]cnc2C(=O)Nc2ccc(CNC(=O)OC(C)(C)C)cc2)cc1	1.6	-1.0	-3	3.9	2	-6	3	-3	-6	100	-0.5
CCN(CC)S(=O)(=O)c1ccc(C(=O)NC(C)(C)C)cc1	5.6	1.3	-10	5.6	-6	-18	6	88	9	99	-1.2
Cc1cc(C=C2C(=O)c3ccccc3C2=O)c(C)n1-c1cccc(C(=O)O)c1	0.3	0.7	-1	5.2	8	3	7	-8	-5	84	-1.1
CN1/C(=C/C=C(C#N)C#N)C(C)(C)c2ccccc21	2.8	-0.7	u	3.5	23	x	2	13	-13	117	-0.4

Screening data deposited in PubChem BioAssay by several laboratories.

Rows are unselected; 2.8% or so of the library scored in one or more.
